FBPA Giardia inh = blocks Giardia fructose-bisphosphate aldolase activity; A8B2U2; purified Giardia FBPA; Potency, µM (titrated, usually from 59.6 µM), inactives show top-dose activity, negative = inhibition, hits mostly inhibitors; 0.71% of 290,000 active; AID 2451; note: potency is the fitted concentration of half-maximal effect; nearly all actives have a fitted effect of over 55% in size
Target sequence (A8B2U2 whole entry, looked up): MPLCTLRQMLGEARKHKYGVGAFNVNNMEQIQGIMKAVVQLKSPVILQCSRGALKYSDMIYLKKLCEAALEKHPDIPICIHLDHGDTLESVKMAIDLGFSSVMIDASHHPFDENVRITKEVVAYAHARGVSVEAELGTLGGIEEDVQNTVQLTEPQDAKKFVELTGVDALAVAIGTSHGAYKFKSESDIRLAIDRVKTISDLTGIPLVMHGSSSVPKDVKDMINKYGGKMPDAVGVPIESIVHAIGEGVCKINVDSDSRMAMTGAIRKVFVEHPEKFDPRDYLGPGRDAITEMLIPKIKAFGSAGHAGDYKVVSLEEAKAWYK
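40 nM FBPA preincubated 10 min at RT with compound (up to 57.5 uM final), then substrate plus GAPDH/TPI/NAD/arsenate coupling and diaphorase/resazurin added. Fluorescence read after 20 min at RT, 525/598 nm.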
Sm TGR inh = S. mansoni TGR enzyme inhibition; Q962Y6; purified TGR, DTNB reduction, TNB absorbance 405 nm; Potency, µM (series often up to 114 µM), for the others: at the top dose activity change, negative = inhibition, hits mostly inhibitors; 3% of 360,000 active; AID 485364; note: potency is the fitted concentration of half-maximal effect; nearly all actives have a fitted effect of over 60% in size
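First, TGR (20 nM dispensed) and NADPH were mixed with compound. Second, a 15 min room-temperature incubation followed. Third, further NADPH and then DTNB were added to start the reaction. Finally, TNB absorbance was monitored kinetically.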
HCMV inh = human cytomegalovirus inhibition; HFF cells, HCMV-luciferase reporter, 72 h; hits give low values; AID 1259415; 4.5% of 410,000 active; activity change, negative = inhibition, % at 57.5 µM; in the data active = activity change below about -60%; inconclusive = no clear call, values can overlap the other calls; inactive = above about -39%
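Steps: HFFs plated, 16 h 37C; compounds added; HCMV-luciferase added to MOI 1 PFU/cell; 72 h 37C; OneGlo reagent, 5 min room temperature; luminescence read, normalized to controls.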
HCV inhibitor = blocks hepatitis C virus. AID 651820. Huh7.5.1 HCVcc-Cre infection, luciferase reporter, 44 h. Potency, µM (series often up to 41.8 µM), inactives show top-dose activity change, negative = inhibition, hits mostly inhibitors. 3.4% of 340,000 active; note: potency is the fitted concentration of half-maximal effect
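Cells seeded at 1,000/well and cultured 4 h, then compounds added followed by HCVcc-Cre virus (~0.5 moi). After 44 h further culture, luciferase substrate was added, plates held 15 min at room temperature, and luminescence read for 15 sec.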
AmpC inh no detg = AmpC beta-lactamase inhibition without detergent. 0.52% of 330,000 active. Potency, µM (highest dose often 57.1 µM), without a hit: at the highest dose activity change, negative = inhibition, usual class: inhibitors. AmpC nitrocefin hydrolysis, absorbance 480 nm, 0.0001% Triton. P00811;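 note: potency is the fitted concentration of half-maximal effect; plate controls were no compound for no effect and no enzyme for full effect; nearly all actives have a fitted effect of over 20% in size; some results filed as inactive show a strong effect at the top dose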
Target sequence (P00811 whole entry, looked up): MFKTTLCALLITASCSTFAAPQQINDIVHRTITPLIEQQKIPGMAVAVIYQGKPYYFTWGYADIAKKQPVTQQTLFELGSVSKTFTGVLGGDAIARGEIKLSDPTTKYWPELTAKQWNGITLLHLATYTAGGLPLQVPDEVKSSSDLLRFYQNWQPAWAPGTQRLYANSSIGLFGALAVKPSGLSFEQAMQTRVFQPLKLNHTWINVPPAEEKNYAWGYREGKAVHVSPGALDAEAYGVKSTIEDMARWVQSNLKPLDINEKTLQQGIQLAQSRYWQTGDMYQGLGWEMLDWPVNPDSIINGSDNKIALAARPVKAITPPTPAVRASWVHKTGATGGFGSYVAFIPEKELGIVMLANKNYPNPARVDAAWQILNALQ
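AmpC (5.3 nM in the dispensed reagent) in 20 mM phosphate pH 7.0 with 0.01% (detergent screen) or 0.0001% Triton X-100 was preincubated with compounds for 15 min at room temperature. Nitrocefin was then added from an 800 uM solution, and hydrolysis was followed at 480 nm.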
AmpC inh detg = blocks E. coli AmpC beta-lactamase in detergent assay; Potency, µM (highest dose often 114 µM), without a hit: at the top dose activity change, negative = inhibition, hits mostly inhibitors; AID 485294; P00811; AmpC hydrolysis of nitrocefin, absorbance 480 nm, 0.01% Triton; 0.041% of 370,000 active;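 note: potency is the fitted concentration of half-maximal effect; 0% = no-compound wells and -100% = no-enzyme wells; nearly all actives have a fitted effect of over 25% in size; some results filed as inactive show a strong effect at the top dose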
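AmpC (5.3 nM in the dispensed reagent) in 20 mM phosphate pH 7.0 with 0.01% (detergent screen) or 0.0001% Triton X-100 was preincubated with compounds for 15 min at room temperature. Nitrocefin was then added from an 800 uM solution, and hydrolysis was followed at 480 nm.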
Numbers without * were called inactive; ? = inconclusive; / = no result given; & = joins results of further samples; [ ] = remark or other dose. Unless noted, calls come from the whole dose curve; as a rule, active = well fitted curve in the direction sought with a large enough effect; inconclusive = small, poorly fitted or top-dose-only effect, or another doubt; inactive = no such curve, though single readings can be large; an effect the other way counts as inactive or inconclusive. Unless noted, % is set by controls: 0 for no effect and ±100 for the full control effect.

compound	Sm TGR inh	AmpC inh no detg	AmpC inh detg	HCMV inh	HCV inhibitor	FBPA Giardia inh
CCCCC(C)n1[nH]c(=O)cc1N (configuration not stated)	-15%	-17%	-5%	8	13%	7%
COc1ccc(-c2cn3cc(Cl)ccc3n2)cc1OC	?	1%	-16%	124	?	?
Cc1cnc(C(=O)Nc2ccc(C(=O)N3CCCCC3)cc2)cn1	10%	-23%	5%	7	-10%	0%
CCOc1ccc(S(=O)(=O)Nc2nc3ccccc3nc2-n2ccc(=NC(=O)c3cccs3)cc2)cc1	5%	-22%	-1%	?	10%	5%
COc1ccc(S(=O)(=O)N2CCCOC2CNC(=O)C(=O)NCc2ccncc2)cc1 (configuration not stated)	-9%	4%	-2%	-17	/	/
Cn1c(CO)cnc1S(=O)(=O)Cc1ccc(Cl)cc1	0%	-12%	-10%	-8	20%	-11%
O=C(N/N=C/c1ccncc1)c1cc([N+](=O)[O-])cc([N+](=O)[O-])c1O	?	-32%	-12%	-8	15%	12%
Cc1cc2nccc(-c3ccco3)n2n1	4%	-7%	-2%	-30	-28%	3%
O=C(Nc1ccc2c(c1)OCCO2)c1cccc2nc3ccccc3nc12	-15%	6%	?	-92*	?	/
CCOC(=O)c1ccc(NC(=O)COc2ccc(S(=O)(=O)NC(C)CC)cc2)cc1 (configuration not stated)	1%	-13%	-13%	-34	?	-1%
CCOc1ccc(-n2c(=O)c3c(C)c(C)sc3n(Cc3ccc(C(C)(C)C)cc3)c2=O)cc1	-12%	/	-6%	-9	/	/
CC(=O)Nc1ccc(NS(=O)(=O)c2ccc3c(c2)oc(=O)n3C)cc1	0%	-22%	-6%	15	0%	18%
O=Cc1ccc(OC(=O)c2cc(Cl)nc3ccccc23)cc1	-31%	-12%	-12%	13	9%	-4%
CCc1cc(=O)oc2c(C)c3c(cc12)CN(CCc1ccccc1)CO3	-31%	/	11%	3	/	/
CCOc1ccc(CCNC(=O)CCNC(=O)c2ccccc2Cl)cc1OCC	7%	57%	3%	16	-23%	/
COc1cc(OC)cc(C(=O)OCC(=O)Nc2ccc3[nH]c(=O)[nH]c3c2)c1	-1%	0%	-16%	-25	-18%	/
CC(=O)Nc1ccc2nc(SCCOc3ccccc3Cl)sc2c1	-2%	/	3%	-80*	/	/
O=C(Nc1ccccc1)C1CCCN(C(=O)c2ccc(F)cc2)C1 (configuration not stated)	3%	-18%	6%	37	13%	/
CCC(=O)N1CCc2cc(Br)cc(S(=O)(=O)N3CCCCCC3)c21	-18%	46%	-13%	5	?	7%
CC(C)CCN(C)C1CCN(C(=O)Nc2c(F)cccc2F)CC1	-33%	-20%	11%	37	14%	0%
CCOC(=O)N1CCN(c2cc(=O)n(C)c(=O)n2C)CC1	10%	-1%	3%	-1	3%	1%
CC1(C)CC2CC(C)(CN2C(=O)NC(=O)c2ccccc2)C1 (configuration not stated)	1%	-15%	-3%	?	32%[activator]	6%
O=C(NC1CCCc2ccccc21)c1cccc(Br)c1 (configuration not stated)	-8%	-28%	-2%	-78*	-2%	0%
Cc1ccc(NC(=O)Cn2cc(S(=O)(=O)N3CCCC3)c(S(=O)(=O)N3CCCC3)c2)c(C)c1	0%	/	16%	-15	/	/
COCCn1nnnc1C(c1cc2cc(C)ccc2[nH]c1=O)N1CCc2ccccc21 (configuration not stated)	?	-1%	-8%	33	5%	?
Oc1ccc(CCNc2ncnc3ccc(Cl)cc23)cc1	8%	-41%	-8%	-98*	3.2µM*	-5%
CCOc1ccccc1C(=O)Nc1ccc(S(=O)(=O)Nc2onc(C)c2C)cc1	-1%	/	5%	2	/	/
Cc1ccccc1OCCSc1nc2ccc(NC(=O)c3cccc(F)c3)cc2s1	0%	/	0%	-33	/	/
COc1ccc(-n2ccnc(SCC(=O)NC3CCCC3)c2=O)cc1OC	-21%	-19%	?	106	6%	/
COC(=O)c1ccc2c(=O)n(Cc3ccc(C(=O)NCCCN4CCC(C)CC4)cc3)c(=S)[nH]c2c1	?	49%	-2%	?	?	3%

Copied from the list.
HCMV inh with CCOc1ccccc1C(=O)Nc1ccc(S(=O)(=O)Nc2onc(C)c2C)cc1 stands at 2
HCMV inh with Cc1ccccc1OCCSc1nc2ccc(NC(=O)c3cccc(F)c3)cc2s1 stands at -33
AmpC inh detg with CCC(=O)N1CCc2cc(Br)cc(S(=O)(=O)N3CCCCCC3)c21 stands at -13%
HCMV inh with O=C(NC1CCCc2ccccc21)c1cccc(Br)c1 (configuration not stated) stands at -78*
AmpC inh detg with COc1cc(OC)cc(C(=O)OCC(=O)Nc2ccc3[nH]c(=O)[nH]c3c2)c1 stands at -16%
HCMV inh with Oc1ccc(CCNc2ncnc3ccc(Cl)cc23)cc1 stands at -98*

Carrying on.
compound	Sm TGR inh	AmpC inh no detg	AmpC inh detg	HCMV inh	HCV inhibitor	FBPA Giardia inh
Cc1ccc(C2=NO[C@@](CC(=O)O)(C(=O)Nc3ccc4c(c3)OCCO4)C2)cc1	14µM*	-21%	-3%	4	17%	-19%
CC(=O)N1CCc2c(sc(NC(=O)Cc3ccc(F)cc3)c2C#N)C1	-16%	-33%	-10%	9	-19%	0%
COc1cc(N(C(=O)Cc2cccs2)C(C(=O)NC2CCCCC2)c2ccc(C)cc2)ccc1-n1cnnn1 (configuration not stated)	5%	-12%	-6%	16	0%	-2%
COc1ccccc1NC(=O)c1ccc(NC(=O)CSc2n[nH]c(N)n2)cc1	9%	-16%	-16%	-8	-4%	2%
Cc1cccc(NC(=O)NCCN2CCCCC2)c1	-8%	-11%	?	49	0%	3%
CCOc1ccccc1NC(=O)c1c(NCc2ccc(OC)c(OC)c2OC)sc2c1CCC(C)C2 (configuration not stated)	-18%	/	3%	21	/	/
COc1ccc(OCCCC(=O)Nc2cccc(SC)c2)cc1	-11%	-21%	-7%	-24	-3%	1%
COc1ccc(OC)c(COC(=O)c2cc([N+](=O)[O-])ccc2N2CCOCC2)c1	7%	64%[activator]	7%	-9	8.9µM*	/
O=C(OCCN1CCN(c2ncc(C(F)(F)F)cc2Cl)CC1)c1ccc(F)cc1	4%	70%[activator]	0%	-38	1%	-3%
Cc1ccn(-c2ccc(NC(=O)c3cccs3)cc2)n1	10%	-18%	-15%	124	?	-3%
c1ccc(Nc2ncnc3sc4c(c23)CCC4)cc1	6%	-21%	-8%	-11	?	-1%
COc1ccc(NC(=O)C2CCCN(S(=O)(=O)c3cccc4nonc34)C2)cc1OC (configuration not stated)	-2%	-3%	-1%	-40	?	0%
COCCCNC(=O)c1cc2c(-c3cccc(OC)c3)nn(C)c2s1	-16%&1%	96%[activator]	-2%&2%	-10&10	-56%	9%
COc1ccc(CCN(Cc2cc3cccc(C)c3[nH]c2=O)C(=O)NC2CCCCC2)cc1OC	4%	122%[activator]	5%	-14	6%	11%
Cc1csc2ncnc(N3CCN(C(=O)Nc4ccc(OC(F)(F)F)cc4)CC3)c12	13%	0%	10%	-64*	7.9µM*	-4%

Two of the compounds above, with values under each structure:
Results follow in this order: Sm TGR inh, AmpC inh no detg, AmpC inh detg, HCMV inh, HCV inhibitor, FBPA Giardia inh
Cc1cc2nccc(-c3ccco3)n2n1
 : 4%, -7%, -2%, -30, -28%, 3%
O=C(Nc1ccc2c(c1)OCCO2)c1cccc2nc3ccccc3nc12
 : -15%, 6%, ?, -92*, ?, /

Continuation:
compound	Sm TGR inh	AmpC inh no detg	AmpC inh detg	HCMV inh	HCV inhibitor	FBPA Giardia inh
O=C(O)C1CCCN(S(=O)(=O)c2ccc3c(c2)OCCO3)C1 (configuration not stated)	12%	-11%	-9%	-36	6%	1%
COC(=O)/C(=C/c1cn(C)c2ccccc12)[N+](=O)[O-]	?	-8%	-1%	/	27%	-21%
CC1Cc2cc(S(=O)(=O)N3CCN(c4ccccc4F)CC3)ccc2N1C(=O)C1CCC1 (configuration not stated)	-1%	/	22%	-11	/	/
O=c1cc(CSc2ncn[nH]2)[nH]c2ccc(F)cc12	2%	/	22%	11	/	/
COc1cc(-c2cc(C(=O)N3CCCCCC3)c3ccccc3n2)cc(OC)c1OC	-20%	127%[activator]	0%	76	?	/
O=C(CCS(=O)(=O)c1ccc(Cl)cc1)NC1CCCC1	/	0%	/	-19	0%	/
O=C(c1cccc(F)c1)N1CCN(S(=O)(=O)c2ccc(C(F)(F)F)cc2)CC1	-9%	68%[activator]	-12%	4	/	3%
O=C1C(Cc2ccccc2)Nc2ncnc(N3CCN(c4ccccc4)CC3)c2N1Cc1ccccc1 (configuration not stated)	?	-19%	?	?	?	/
COc1ccc(N2CCN(C(=O)CNC(=O)c3ccc(C(C)(C)C)cc3)CC2)cc1	-10%	43%	-6%	-9	?	-1%
Cc1cccc(C(=O)N2CCC(N3CCN(Cc4ccc(F)cc4)C(=O)C3=O)CC2)c1	-11%	/	4%	-10	/	/
O=C(COC(=O)COc1ccccc1[N+](=O)[O-])NC1CCCCC1	7%	-13%	-3%	6	-6%	/
CCOC(=O)C1(CCCc2ccccc2)CCN(Cc2cnn(C)c2)CC1	2%	64%[activator]	-1%	-12	?	1%
O=C(c1ccccc1)c1ccc(OC(=O)N2CCCC2)cc1	-4%	-6%	0%	15	2%	1%
CC(C)NS(=O)(=O)c1ccc(OCC(=O)N(C)Cc2ccccc2)cc1	-1%	11%	1%	13	-7%	3%
COCCN1CCN(Cc2cn(C)nc2-c2cccc(Cl)c2)CC1	-4%	3%	-2%	-11	1%	3%
CSc1ccc(Cc2ccc(Cl)cc2Cl)nn1	-26%	-8%	-14%	-33	-14%	9%
CCCCN(C(=O)c1ccc(S(=O)(=O)N2CCOCC2)cc1)C1CCS(=O)(=O)C1 (configuration not stated)	5%	0%	0%	10	12%	/
COc1ccc(C2=NOC(Cn3nc(-c4ccccc4)cc3C(=O)NCc3cccc(Br)c3)C2)cc1 (configuration not stated)	/	-10%	/	0	?	/
Cn1nccc1NC(=O)Nc1cccc([N+](=O)[O-])c1	0%	-13%	5%	2	4%	3%
O=[N+]([O-])c1ccc(N2CCN(S(=O)(=O)c3ccc(Cl)c(Cl)c3)CC2)cc1NCCN1CCOCC1	4%	-8%	-1%	18	21%	-6%
O=C(Cn1c2[n+](c3ccc(C(F)(F)F)cc31)CCCCC2)Nc1c(F)cccc1F	1%	-13%	-12%	?	5%	2%

Profiles, quoted from the list.
`CCCCN(C(=O)c1ccc(S(=O)(=O)N2CCOCC2)cc1)C1CCS(=O)(=O)C1` (configuration not stated) across the screens: Sm TGR inh: 5%; AmpC inh no detg: 0%; AmpC inh detg: 0%; HCMV inh: 10; HCV inhibitor: 12%; FBPA Giardia inh: /
`O=[N+]([O-])c1ccc(N2CCN(S(=O)(=O)c3ccc(Cl)c(Cl)c3)CC2)cc1NCCN1CCOCC1` across the screens: Sm TGR inh: 4%; AmpC inh no detg: -8%; AmpC inh detg: -1%; HCMV inh: 18; HCV inhibitor: 21%; FBPA Giardia inh: -6%

Rows were taken by chance, and some 9.9% of all compounds hit somewhere here.
